# Compound activity (PubChem BioAssay)
# Bcl-W Bim block = human Bim-Bcl-W interaction inhibition; 0.02% of 190,000 active; bead-based flow cytometry, Bim peptide-Bcl-W binding; Q92843; inhibition, % at 10 µM;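 note: 0% = bound tracer without compound and 100% = peptide blocker; higher means less fluorescent Bim peptide bound to Bcl-W beads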
# Target sequence (Q92843 whole entry, looked up): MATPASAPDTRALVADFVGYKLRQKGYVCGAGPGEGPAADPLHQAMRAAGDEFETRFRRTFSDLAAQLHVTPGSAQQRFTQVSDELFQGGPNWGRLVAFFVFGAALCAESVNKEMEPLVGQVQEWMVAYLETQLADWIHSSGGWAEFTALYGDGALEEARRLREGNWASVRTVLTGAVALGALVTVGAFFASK
# HRas wt GTP = changes GTP binding to wildtype human HRas; P01112; GST-Ras wt beads, Bodipy-FL-GTP binding, flow cytometry; actives lie on both sides; GTP binding activity, % at 10 µM; 0.14% of 190,000 active;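 active = GTP binding activity at least 20% away from the 100% baseline, either lowered as inhibitor or raised as activator; inconclusive = flagged as likely green fluorescent, judged across all proteins in the well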;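 note: 0% = unlabeled GTP competition control and 100% = no-compound control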
# Target sequence (P01112 whole entry, looked up): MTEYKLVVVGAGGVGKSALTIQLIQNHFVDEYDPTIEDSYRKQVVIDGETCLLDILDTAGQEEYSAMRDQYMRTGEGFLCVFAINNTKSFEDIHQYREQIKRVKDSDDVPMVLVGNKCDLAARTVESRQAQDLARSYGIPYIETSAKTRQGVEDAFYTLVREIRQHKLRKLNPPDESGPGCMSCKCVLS
# Rac1 wt modul = human Rac1 wildtype GTP binding, inhibitors and activators; GTP binding activity (% of control), % at 10 µM; GST-Rac1 beads, fluorescent GTP binding, flow cytometry; actives lie on both sides; 0 = cold GTP competed, 100 = untreated; P63000; 0.27% of 190,000 active;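 active = GTP binding activity at least 20 points away from the 100% control level, either lower or higher; inconclusive = compound flagged as likely green fluorescent, judged across all proteins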
# Bim-Bfl-1 = human Bim-Bfl-1 interaction inhibition | Bead-based flow cytometry, Bim-Bfl-1 binding inhibition | 0.12% of 190,000 active | Q16548 | inhibition, % at 10 µM;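 note: 0% = wells without compound plus tracer and 100% = blocker peptide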
# Rab7 wt GTP bind = dog Rab7 wildtype GTP binding, inhibitors and activators; GST-Rab7 beads, fluorescent GTP binding, flow cytometry; actives lie on both sides; untreated = 100%, excess cold GTP = 0%; GTP binding activity (percent of control), % at 10 µM; 0.055% of 190,000 active;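 active = fluorescent GTP binding to Rab7 beads changed by at least 20 points from the 100% baseline, either direction, mostly lower; inconclusive = compound itself probably fluorescent, or too few beads counted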;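 note: median green fluorescence of bound Bodipy-FL-GTP per Rab7 bead population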
# Bim-Bcl-XL = disrupts Bim peptide binding to human Bcl-XL; AID 1007; 0.04% of 190,000 active; bead flow cytometry, fluorescence; inhibition, % at 10 µM
# Target sequence (Q07817 whole entry, looked up): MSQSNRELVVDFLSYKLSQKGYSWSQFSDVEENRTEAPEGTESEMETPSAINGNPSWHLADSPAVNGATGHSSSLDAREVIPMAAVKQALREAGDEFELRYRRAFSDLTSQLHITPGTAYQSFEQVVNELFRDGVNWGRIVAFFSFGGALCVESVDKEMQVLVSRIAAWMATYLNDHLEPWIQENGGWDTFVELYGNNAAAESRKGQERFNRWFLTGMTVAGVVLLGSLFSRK
# Cdc42 wt = modulators (inhibitors or activators) of GTP binding to human Cdc42 wildtype; 0.2% of 190,000 active; AID 761; GST-Cdc42 beads, Bodipy-GTP binding, flow cytometry; actives lie on both sides; percent activity (GTP binding), % at 10 µM;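 active = percent activity GTP binding at least 20 points away from the 100% baseline, either down as inhibitor or up as activator; inconclusive = compound flagged as likely green fluorescent from well-wide comparison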;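 note: median bead fluorescence of bound Bodipy-FL-GTP at 100 nM; 0% = excess unlabeled GTP control and 100% = no compound control; below 100% means less GTP binding so inhibitor and above means activator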
# Target sequence (P60953 whole entry, looked up): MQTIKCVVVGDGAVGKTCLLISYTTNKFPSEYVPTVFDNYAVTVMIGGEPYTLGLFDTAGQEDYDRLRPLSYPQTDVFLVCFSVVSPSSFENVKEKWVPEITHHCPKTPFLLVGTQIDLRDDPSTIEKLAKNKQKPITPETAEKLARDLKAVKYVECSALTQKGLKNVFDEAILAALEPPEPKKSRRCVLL
# Rac1 mut GTP = modulators of GTP binding to human Rac1 activated mutant; 0.11% of 190,000 active; GST-Rac1 activated beads, fluorescent GTP binding, flow cytometry; actives lie on both sides; 100% means binding = to untreated wells; AID 764; percent activity (GTP binding), % at 10 µM; P63000;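 active = GTP binding at least 20 percentage points away from the 100% baseline, in either direction, so actives lie on both sides; inconclusive = Compound likely fluorescent itself, or too few beads counted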
# Bim-Bcl-2 = human Bim-Bcl-2 interaction inhibition; Bead-based flow cytometry, Bim peptide-Bcl-2 binding; inhibition, % at 10 µM; 0.06% of 190,000 active; AID 950; in the data active = inhibition above about 40%; inconclusive = no clear call, values can overlap the other calls;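 note: 0% = no compound wells with probe peptide and 100% = reference peptide inhibitor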
# Target sequence (P10415 whole entry, looked up): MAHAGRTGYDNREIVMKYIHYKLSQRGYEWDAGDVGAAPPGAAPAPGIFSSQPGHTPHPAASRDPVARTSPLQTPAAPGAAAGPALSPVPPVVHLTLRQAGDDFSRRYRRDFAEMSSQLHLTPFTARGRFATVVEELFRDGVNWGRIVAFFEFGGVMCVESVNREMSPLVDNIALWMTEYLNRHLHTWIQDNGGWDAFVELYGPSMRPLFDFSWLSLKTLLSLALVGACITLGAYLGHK
# Bcl-B Bim block = inhibitors of Bim-Bcl-B interaction, human. AID 951. inhibition, % at 10 µM. Q9HD36. 0.073% of 190,000 active. bead-based flow cytometry, Bim peptide-Bcl-B binding;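 note: 0% = tracer peptide without compound and 100% = reference inhibitor peptide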
# Rab2A wt mod = changes GTP binding to wildtype dog Rab2A, up or down; P61105; GST-Rab2 wt beads, Bodipy-GTP binding, flow cytometry; GTP binding activity, % at 10 µM; 0.19% of 190,000 active; AID 760;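 active = GTP binding activity at least 20 points away from 100%, either lowered or raised; inconclusive = signal likely due to the compound's own green fluorescence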;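 note: 0% = beads with excess unlabeled GTP and 100% = no-compound control corrected for plate trend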
# The depositor's hits bear a star; ? = inconclusive. Cut-off read from the data, not from the text of the source, unless noted: active = inhibition above about 40%.
SMILES,Bcl-W Bim block,HRas wt GTP,Rac1 wt modul,Bim-Bfl-1,Rab7 wt GTP bind,Bim-Bcl-XL,Cdc42 wt,Rac1 mut GTP,Bim-Bcl-2,Bcl-B Bim block,Rab2A wt mod
CNc1nc(Oc2ccc(C(=O)OC)cc2)nc(SC)n1,3,97,99,0,101,-10,96,96,-41,-1,98
CCC1=NNC(=O)C(CC(=O)Nc2ccccc2)c2cc(OC)c(OC)cc21 (stereo not given),0,98,102,-1,100,-2,101,100,4,-3,97
O=C(NCc1ccc(Cl)cc1)C1CCCO1 (stereo not given),1,94,96,-3,96,1,97,95,0,0,99
CCc1nnc(NC(=S)Nc2ccccc2)s1,-5,100,100,-3,97,-3,100,99,-3,-10,99
Cc1cc(NC(=O)/C=C/C(=O)N(CC(=O)NC2CCCC2)c2ccc(F)cc2)no1,0,96,93,-7,98,-2,93,95,-2,-1,96
Nc1c(C(=O)N2CCOCC2)sc(=S)n1-c1ccccc1,1,98,97,-6,96,-5,100,100,-9,-16,97
Cc1ccc(OCC(O)CN2CCN(Cc3ccc4c(c3)OCO4)CC2)c(C)c1 (stereo not given),3,99,96,-11,97,-11,100,89,-4,-8,97
O=C(NCCCn1ncc2ccccc21)c1cc(COc2c(F)cccc2F)on1,-4,101,102,-7,101,-4,96,96,0,-3,98
CSCCC(NC(=O)c1cc(CC(C)C)oc1C)C(=O)O (stereo not given),-1,102,102,-5,99,-4,101,99,0,-4,101
O=C(CSc1n[nH]c(=O)[nH]c1=O)N/N=C/C=C\c1ccccc1,-1,96,101,2,98,0,100,98,0,0,97

# By substructure, the entries above containing sulfur
SMILES,Bcl-W Bim block,HRas wt GTP,Rac1 wt modul,Bim-Bfl-1,Rab7 wt GTP bind,Bim-Bcl-XL,Cdc42 wt,Rac1 mut GTP,Bim-Bcl-2,Bcl-B Bim block,Rab2A wt mod
CNc1nc(Oc2ccc(C(=O)OC)cc2)nc(SC)n1,3,97,99,0,101,-10,96,96,-41,-1,98
CCc1nnc(NC(=S)Nc2ccccc2)s1,-5,100,100,-3,97,-3,100,99,-3,-10,99
Nc1c(C(=O)N2CCOCC2)sc(=S)n1-c1ccccc1,1,98,97,-6,96,-5,100,100,-9,-16,97
CSCCC(NC(=O)c1cc(CC(C)C)oc1C)C(=O)O (stereo not given),-1,102,102,-5,99,-4,101,99,0,-4,101
O=C(CSc1n[nH]c(=O)[nH]c1=O)N/N=C/C=C\c1ccccc1,-1,96,101,2,98,0,100,98,0,0,97

# (cont.)
SMILES,Bcl-W Bim block,HRas wt GTP,Rac1 wt modul,Bim-Bfl-1,Rab7 wt GTP bind,Bim-Bcl-XL,Cdc42 wt,Rac1 mut GTP,Bim-Bcl-2,Bcl-B Bim block,Rab2A wt mod
CCCCN1C(=O)C2(NNc3ccccc3O2)c2ccccc21 (stereo not given),0,100,100,-6,99,-4,101,98,-3,-4,99
COc1ccc(OC)c(CN2CCN(C(=O)c3cccs3)CC2)c1,0,103,108,-9,103,1,103,100,-9,-2,100
C=CCn1c(SCC(=O)N2CCN(c3ccccc3)CC2)nnc1-c1ccco1,-4,104,101,-4,104,-4,100,96,0,0,101
Oc1ccc(-c2nc3cnccn3c2Nc2ccc3c(c2)OCCO3)cc1,1,102,105,-9,101,-1,103,100,-1,-8,100
Clc1ccc(-n2ncc3c(NCc4cccs4)ncnc32)cc1,-1,103,109,-2,100,0,104,104,3,0,101
CCOC1Cc2ccccc2N(C(N)=O)c2ccccc21 (stereo not given),-1,92,96,-13,90,-7,97,94,-6,-8,95
CN(C)S(=O)(=O)c1ccc(C(=O)NCCSc2ccccc2)cc1,3,101,103,-11,100,-11,102,100,-6,-4,99
CCc1nnc(NC(=O)c2ccc(Cl)c(S(=O)(=O)N3CCc4ccccc43)c2)s1,2,101,101,4,95,2,102,98,1,4,101
COc1cc2c(cc1OC)C1(CCCC1)C(N)=C2C#N,2,103,106,-7,102,-1,103,99,-2,-8,102
CCCCCn1c(SCCC(C)C)nc2c1c(=O)[nH]c(=O)n2C,-1,104,100,2,104,0,105,98,-2,-10,105
CC12CCC(C[N+](C)(C)C1)C2(C)C (stereo not given),4,97,104,-1,96,-3,97,99,1,-3,98
O=C(CSc1nnnn1C1CCCCC1)NCc1ccc2c(c1)OCO2,0,93,94,4,94,0,95,93,-2,5,92
COC(=O)c1cccc(Nc2nc3ccccc3nc2C)c1,-2,97,96,-15,98,-17,95,95,-12,-10,96
O=C(N/N=C/c1cccc([N+](=O)[O-])c1)c1ccc(Br)cc1,-3,98,96,-4,96,-4,99,95,-5,-5,97
CCCN(c1ccc(OCC)cc1)c1ncnc2nc[nH]c12,0,101,103,-8,98,1,101,98,-3,-7,101
Cc1cc(C(=O)NC2CCCC2)on1,-2,102,105,-7,102,-9,104,98,-4,-8,101
Cn1cccc1/C=C(/C#N)C(N)=S,-2,101,103,-7,103,-5,102,100,0,-8,99
COC(=O)c1ccccc1NC(=O)C12CCC(C)(C(=O)O1)C2(C)C (stereo not given),1,101,102,-12,102,-8,101,100,-8,-7,101
CCOc1ccc(-c2onc(C(F)(F)F)c2-c2cscn2)c(O)c1,0,101,105,-15,100,-2,104,100,-7,-3,102
Nc1nc(SCC(=O)Nc2ccc(Cl)cn2)n[nH]1,0,95,92,0,99,-2,94,94,-2,-4,95
CC(C)(C)c1cc(C(=O)N/N=C/c2ccccc2O)n(-c2ccccc2)n1,0,104,108,-8,100,-4,102,102,-2,-4,102
CS(=O)(=O)N1CCC(C(=O)Nc2cccc(C(F)(F)F)c2)CC1,-4,98,104,-9,99,-4,105,98,0,0,99
O/N=C\c1cccn1-c1ccc(Br)cc1,-2,100,103,-4,98,-4,103,100,-1,0,99
O=C(O)CCC(=O)NCCn1c(-c2ccccc2)csc1=Nc1ccccc1,2,100,103,-7,100,-4,99,98,-6,-7,98
O=C(N/N=C/c1ccncc1)c1ccccc1OCc1ccc(Br)cc1,0,100,107,0,103,-1,101,103,-1,1,102
CCOC(=O)c1c(-c2ccccc2)nc2ccc(Cl)cn12,0,103,103,-2,100,-2,104,100,0,3,100
N#Cc1ccc(OCCOCCNC2CCCC2)cc1,-1,102,105,0,103,-6,102,100,0,-6,99
CCc1ccccc1NC(=O)/C(C#N)=C\c1ccc(Sc2ccccc2)o1,-2,101,101,-13,98,-6,96,94,-7,-9,100
O=C(N/N=C/c1ccncc1)C12CC3CC(CC(C3)C1)C2,-4,99,97,-6,103,-3,97,93,-3,-4,96
CCCCN1C(C)=CC(=C2C(=O)c3ccccc3C2=O)C=C1C,-4,98,98,-5,105,-3,95,94,-2,-4,98
COC(=O)c1cc(NC(=O)Nc2cccc(Cl)c2)ccc1Cl,-2,107,105,-1,101,0,107,103,-2,-3,107
CCn1c(SCC(=O)NCCc2ccccc2)nnc1-c1cccs1,-1,104,105,-1,101,-2,105,101,0,-2,103
COc1ccc(S(=O)(=O)NCC2CCC(C(=O)N3CCC4(CC3)OCCO4)CC2)cc1 (stereo not given),-1,100,102,1,99,-1,99,96,3,-2,98
CCOC(=O)c1c(N)sn(-c2ccccc2)c1=S,-1,103,105,-11,101,-4,105,101,-8,-9,104
CCCn1c(SCC(N)=O)nnc1-c1ccco1,0,101,105,-19,98,-9,101,100,-10,-8,101
CCCCN(C)C(=O)CC(NS(=O)(=O)c1ccc(NC(C)=O)cc1)C(C)C (stereo not given),0,96,98,-5,98,-1,94,94,0,-1,95
C#CCn1c(=NC(=O)c2ccc(Br)s2)sc2cccc(OC)c21,-2,98,97,-6,97,-4,96,98,4,-1,98
Cc1nn(-c2ccc(C(F)(F)F)cn2)c(C)c1Oc1ccccc1O,0,102,101,-1,104,0,103,98,-4,0,103
c1ccc(-c2cc(-c3ccc(N4CCOCC4)cc3)nc3ccccc23)cc1,-2,103,103,-2,101,-5,100,100,-1,-5,100
COc1cc(/C=C/CN2CCN(CCC(C)C)C(CCO)C2)ccc1O (stereo not given),1,93,96,-3,94,-3,96,96,0,-3,95

# Pulled one by one from the list above:
SMILES,Bcl-W Bim block,HRas wt GTP,Rac1 wt modul,Bim-Bfl-1,Rab7 wt GTP bind,Bim-Bcl-XL,Cdc42 wt,Rac1 mut GTP,Bim-Bcl-2,Bcl-B Bim block,Rab2A wt mod
CCCn1c(SCC(N)=O)nnc1-c1ccco1,0,101,105,-19,98,-9,101,100,-10,-8,101
COc1ccc(S(=O)(=O)NCC2CCC(C(=O)N3CCC4(CC3)OCCO4)CC2)cc1 (stereo not given),-1,100,102,1,99,-1,99,96,3,-2,98

# Full records as entered above.
# `CCCn1c(SCC(N)=O)nnc1-c1ccco1` as listed: Bcl-W Bim block: 0; HRas wt GTP: 101; Rac1 wt modul: 105; Bim-Bfl-1: -19; Rab7 wt GTP bind: 98; Bim-Bcl-XL: -9; Cdc42 wt: 101; Rac1 mut GTP: 100; Bim-Bcl-2: -10; Bcl-B Bim block: -8; Rab2A wt mod: 101
# `Nc1c(C(=O)N2CCOCC2)sc(=S)n1-c1ccccc1` as listed: Bcl-W Bim block: 1; HRas wt GTP: 98; Rac1 wt modul: 97; Bim-Bfl-1: -6; Rab7 wt GTP bind: 96; Bim-Bcl-XL: -5; Cdc42 wt: 100; Rac1 mut GTP: 100; Bim-Bcl-2: -9; Bcl-B Bim block: -16; Rab2A wt mod: 97

# The results go on:
SMILES,Bcl-W Bim block,HRas wt GTP,Rac1 wt modul,Bim-Bfl-1,Rab7 wt GTP bind,Bim-Bcl-XL,Cdc42 wt,Rac1 mut GTP,Bim-Bcl-2,Bcl-B Bim block,Rab2A wt mod
Fc1ccc(NC(=S)NCc2ccccc2Cl)cc1,-2,102,104,-3,98,-7,103,101,-18,-15,103
COc1cccc(OC)c1C(=O)Nc1nc2ccc([N+](=O)[O-])cc2s1,3,94,95,-6,103,-2,91,94,-2,-4,93
CCOC(=O)/C(=C/c1c[nH]c2ccccc12)NC(C)=O,-3,100,101,3,101,-1,102,102,-2,-2,100
COc1ccc(CN2C(=O)CCC2(C)C(=O)NC2CCCCC2)c(OC)c1 (stereo not given),-9,101,103,-22,99,-15,102,99,-15,-13,103
O=C(CCCn1c(=O)c2sccc2n(Cc2cc(=O)n3ccccc3n2)c1=O)NCc1ccco1,0,103,107,-9,99,-2,103,99,-1,-2,104
CCOC(=O)c1sc2nccc(N(C)C)c2c1N=CN(C)C,0,?,?,-10,?,-6,?,?,-5,-2,?
CCOC(=O)c1ccc2c(c1)n(CCO)c(C)[n+]2CC,2,96,100,3,94,0,99,98,0,0,99
CCN(CC)CCNC(=O)Cc1nn(CC)c(=O)c2ccccc12,2,103,99,0,94,0,105,100,1,0,103
Cc1cccc(C)c1N(CC(=O)Nc1cc(Cl)ccc1Oc1ccccc1)S(C)(=O)=O,2,96,94,-1,93,6,95,94,-2,0,94
CC(=O)Nc1ccc(OCC=C(Cl)Cl)cc1,1,94,95,-3,97,-2,96,93,0,0,95
